# PriA SSB inh: K. pneumoniae PriA-SSBct interaction inhibition. AlphaScreen SSBct-PriA binding, biotinylated peptide. 430,000 compounds, 0.6% hits. inhibition, % at 33 µM; in the data active = inhibition mostly above about 37%, no sharp cut-off; inactive = mostly below about 20%;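 also: plate controls were negative control peptide for no effect and reference peptide for full effect; strong numbers were not always called active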
# * hit, by the source's call; & = joins results of further samples.
canonical_smiles,PriA SSB inh
COC(=O)c1ccc(CSc2nnc(-c3cccnc3)o2)o1,-11.0
COCc1[nH]n2c(=O)cc(C)nc2c1-c1ccccc1,13.0
CCOc1ccc(-c2cn3c(CC(=O)Nc4ccc(C(C)=O)cc4)csc3n2)cc1,15.0
NC(=NS(=O)(=O)c1cc(C(F)(F)F)cc(C(F)(F)F)c1)c1ccc(Cl)cc1,-8.7
Cc1ccc(S(=O)(=O)N2CCC(C(=O)NN=Cc3ccccc3[N+](=O)[O-])CC2)cc1,9.8
COc1ccc(-c2ccc(N3CCN(C(=O)C4CC4)CC3)nn2)cc1OC,-10.0
O=C(Nc1ccc2scnc2c1)c1ccc(CNS(=O)(=O)c2ccc(F)c(Cl)c2)cc1,-14.0
COc1ccc(OC)c(Nc2nc(CC(=O)NCc3ccccc3OC)cs2)c1,17.0*
COc1ccc(-c2nnc(NC(=O)C3CCCN(S(=O)(=O)c4ccccc4)C3)o2)cc1OC (stereo not given),7.0
Cc1ccc(NC(=O)c2ccco2)cc1N1CCCCC1=O,-8.0
CN1CCN(c2cc(OCCNC(=O)Nc3cccc(Cl)c3)ncn2)CC1,-6.0
COC(=O)c1sc2ccccc2c1NC(=O)C1CCN(S(=O)(=O)c2cccs2)CC1,-10.0
Cn1c(=O)c2c(N3CCCc4ccccc43)ccnc2n(C)c1=O,-29.0
Cc1ccc2nc(-c3ccc(NC(=O)Cc4csc(NC(=O)c5ncccn5)n4)cc3)sc2c1,6.0
CCOC(=O)Cn1nc(-c2ccco2)n(C2CC2)c1=O,-4.0
O=C(NCCn1ccnc1-c1ccccn1)C1COc2ccccc2O1 (stereo not given),-4.0
COc1cncc(O[C@H]2CCN(C(=O)CC3CCCCC3)C2)n1,-15.0
C#CCn1c(=NC(=O)c2ccc(Br)cc2)sc2cc(F)cc(F)c21,1.0
O=C(Cc1csc(NS(=O)(=O)c2ccc(Cl)cc2)n1)NC1CC1,-17.0
Cc1cc2c(n1-c1ccc(S(N)(=O)=O)cc1)CC(C)(C)CC2=O,-4.0
Cc1nc2c(cc1C(=O)NN=Cc1ccc([N+](=O)[O-])cc1)c(=O)n(C)c(=O)n2C,-8.8
COc1cccc(C=Nc2oc(-c3ccccc3)cc2C#N)c1O,-13.1
Cc1ccc2nc(N(Cc3ccccc3)c3ccccc3)nc(-c3ccccc3)c2c1,-26.0&-15.0
CCOC(=O)CCC(=O)N1CCC(CSCc2ccco2)CC1,7.0
O=C(Nc1cccs1)N1CC(c2nc(-c3ccco3)no2)C1,-14.0
Cn1c(C(C#N)=C(O)c2ccc(S(=O)(=O)N3CCCCC3)cc2)nc2ccccc21,-6.9
COc1cccc(CSc2nc(C)c(CC(=O)NCc3cccs3)c(=O)[nH]2)c1,-13.0&8.0
O=C(ON=C1C(=O)N(c2ccccc2)c2ccccc21)C1CC1,-3.8
COc1cc(=O)n(-c2ccccc2)nc1C(=O)Nc1ccccc1-c1csc(C)n1,-6.0
Cc1ccc2nc(-c3ccc(NC(=O)Cc4cc(-c5ccco5)on4)cc3)sc2c1,-18.0
COc1ccc(C=NNC(=O)c2ccc(O)cc2)cc1CN1CCCc2ccccc21,32.2
CCOCC(=O)N1CCCN(S(=O)(=O)c2cnn(C)c2)CC1,-16.0
O=C(NCCCn1ccc2cccnc21)c1ccno1,6.0
CCOc1ccc(S(=O)(=O)Nc2ccc3c(c2)N(C(=O)C2CCCC2)CC3)cc1F,12.0
CCOc1ccc2c(c1)c1nnc(-c3ccc4c(c3)OCO4)c-1cn2Cc1cccc(F)c1,-3.0
Cc1cc(NC(=O)Cc2ccc3ccccc3c2)n(C(C)C)n1,12.0
O=C(NCCCc1ccccc1)NCC(c1ccsc1)N1CCOCC1 (stereo not given),-2.0
COc1cc2c(cc1OC)C(COc1ccc(C(C)C)cc1)N(C(=O)c1ccco1)CC2 (stereo not given),-3.0
COc1ccc2nc(/C=C3\Oc4cc(O)ccc4C3=O)ccc2c1,-7.0
COc1ccc(S(=O)(=O)Cc2nc(-c3ccccc3C)no2)cc1OC,-3.0
O=[N+]([O-])c1ccccc1S(=O)(=O)Oc1ccc(C=Nn2cnnc2)cc1,12.3
O=C(Nn1c(O)c(C=C2C=Nc3ccccc32)sc1=S)c1ccncc1,3.0
Cc1nnsc1C(=O)NCC1CCN(C(=O)c2ccoc2)CC1,-6.0
CCOc1ccccc1NC(=O)CSc1ccc(NC(=O)c2ccccc2)nn1,-10.0&7.0
CN(C)S(=O)(=O)c1ccc(C(=O)Nc2ccccc2-c2ccc(=O)[nH]n2)cc1,-2.0
CC(C)Oc1ccc(C(=O)NCCn2ncc3c(=O)n(Cc4ccccc4)cnc32)cc1,-33.0
COc1ccccc1CNC(=O)CCc1nc2sc3c(c2c(=O)[nH]1)CCCCC3,1.0
CCOc1ccc(S(=O)(=O)N2C3CCC2CC(S(=O)(=O)c2ccccc2)C3)cc1 (stereo not given),-4.0
CCN(CC)CC#CCNC(=O)Nc1ccccc1,-14.0
COc1cc(C=NNC(=S)NCc2ccco2)cc(OC)c1OC,9.8

# The results go on:
canonical_smiles,PriA SSB inh
CC(C)c1ccc(NC(=O)c2cn[nH]n2)cc1,-12.0
O=C(Nc1cc2ccccc2cc1NC(=O)c1cccc(C(F)(F)F)c1)c1cccc(C(F)(F)F)c1,-6.0&5.0
Cc1cc(CNC(=O)c2sc(-c3ccccc3)nc2C)nc(N2CCOCC2)n1,-20.0
Cn1nnn(-c2ccc(NC(=O)c3c(F)cccc3F)cc2)c1=O,0.0
CCc1ccc(N2CCN(CC(=O)Nc3ccc(Br)cc3)CC2)cc1,-2.0
O=c1cccnn1CCNS(=O)(=O)c1cc(C(F)(F)F)cc(C(F)(F)F)c1,38.0*
CC(=O)c1sc(NC(=O)COc2ccc(C(C)(C)C)cc2)nc1C,0.0
CCCNC(=O)CCc1nc2ccccc2n(CC(=O)Nc2c(C)cccc2C)c1=O,-11.0
O=C(C1c2ccccc2Oc2ccccc21)N1CCN=C1SCc1ccc(Br)cc1,-1.0
Cc1csc2nc(-c3ccc(NC(=O)C4CC4)cc3)cn12,18.0
COc1ccc(C=NS(=O)(=O)CCc2ccccc2)c(OC)c1,-5.8&-10.0
O=C(c1cc(C2CC2)on1)N(CC(F)(F)F)C1CCOCC1,-14.0
O=C(Nc1ccc(N2CCCC2=O)cc1)c1ccc2c(c1)OCO2,-9.0
O=C(NCCCn1nc(-c2ccc(Cl)cc2)ccc1=O)Nc1cccc(F)c1,-2.0
O=C(CCn1ccc(=O)[nH]c1=O)N1CCCC(Cc2nc(-c3ccsc3)no2)C1 (stereo not given),-7.0
COc1cc(OC)cc(C(=O)Nc2ccc3c(c2)N(C)C(=O)C(C)(C)CO3)c1,18.0
Cc1noc(C2CN(CC(=O)NCCc3ccccc3)C2)n1,-6.0
N#C/C(C(=O)c1c[nH]c2ccccc12)=C1\SCC(=O)N1c1ccccc1,13.0
Clc1ccc(CN2CCN(N=Cc3ccco3)CC2)cc1,15.7
O=C(CN1C(=O)CCC1=O)NCC1CCN(c2cnccn2)CC1,-6.0
O=S(=O)(NCc1cncc(-c2ccsc2)c1)c1ccc2c(c1)CCCC2,-6.0
Cc1ccc(S(=O)(=O)NCCN2CCN(c3ccccc3)CC2)s1,5.0
COc1cc(OC)cc(C(=O)NCCN2CCOC(c3ccccc3)C2)c1 (stereo not given),-10.0
CS(=O)(=O)N1CCC[C@H]1C(=O)Nc1sc2c(c1C#N)CCC2,-1.0
Cc1nc(-n2nc(-c3ccco3)cc2NC(=O)C(=O)c2c[nH]c3ccccc23)[nH]c(=O)c1C,-13.0

# A second format for some results above:
molecule: COc1cc(C=NNC(=S)NCc2ccco2)cc(OC)c1OC
  PriA SSB inh: 9.8
molecule: CC(C)c1ccc(NC(=O)c2cn[nH]n2)cc1
  PriA SSB inh: -12.0

# More compounds follow:
canonical_smiles,PriA SSB inh
CCc1nc2c(sc3cccc(F)c32)c(=O)n1CC(=O)Nc1ccc(N(CC)CC)cc1C,-6.0
CC(C)CCN1C(=O)C(C)(C)COc2ccc(NC(=O)COc3ccccc3F)cc21,-18.0&8.0
CC(=O)NNC(=O)C1=NNC(=O)C1,8.0
COC(=O)CNC(=O)c1sccc1N(C)S(=O)(=O)c1ccc(Cl)cc1,-4.0
CC(C)NC(=O)NCC#CCOc1ccccc1C(N)=O,-8.0
O=C(Cc1ccccc1Cl)NC[C@H](O)c1ccc2c(c1)CCO2,-21.0
O=C(CC(=O)NC1CCCCC1)NN=Cc1ccccc1[N+](=O)[O-],3.7
O=C(Cn1cc(S(=O)(=O)N2CCCC2)ccc1=O)NCc1ccc2c(c1)OCO2,-11.0
O=C(Nc1nnc(-c2cccc([N+](=O)[O-])c2)s1)c1ccccc1C(F)(F)F,-4.0
COC(=O)Nc1ccc(S(=O)(=O)Nc2ccc(C)c(N3CCCCC3=O)c2)cc1,-7.0
CC(=O)Nc1ccc(C(=O)NCCNS(=O)(=O)c2ccc(C)c(C)c2)cc1,-7.0
Cc1nc2c(C)cccn2c(=O)c1NC(=O)COc1ccc2ccccc2c1,-3.0
O=C(CSc1nc(-c2ccccc2)c2ccccc2n1)Nc1ccc(F)cc1F,-1.0&1.0
COc1ccc(CCC(=O)N2CCC(Oc3cc(C)oc(=O)c3)C2)cc1Br (stereo not given),4.0
Cn1c(C(C#N)=C(O)COc2ccc(Cl)cc2)nc2ccccc21,-8.0&-8.0
O=C1CC(c2n[nH]c(=S)o2)CN1c1cccc(Cl)c1 (stereo not given),3.0
COc1ccc(S(=O)(=O)N2CCN(CCNC(=O)c3ccc(C(F)(F)F)cc3)CC2)cc1,6.0
CCOc1ccc(-c2c(C(=O)NN=C(C)c3cccnc3)nnn2-c2nonc2N)cc1,-3.1
O=S(=O)(c1ccc(Cl)s1)N1CCCSCC1CN1CCOCC1 (stereo not given),-24.0
CC(=O)N1CC(C(=O)N[C@H]2CCSC2=O)C1,-5.0
COCCn1c(=NC(=O)c2cccc(OC)c2OC)sc2cccc(F)c21,0.0
Cc1nnc(-c2ccc(OCC(=O)N3CCc4ccccc43)cc2)o1,-14.0
COc1ccc(C(N)=NOC(=O)CN(C)S(=O)(=O)c2ccccc2)cc1,-26.7
O=C(CSc1nnc2ccc(-c3cccc([N+](=O)[O-])c3)nn12)N1CCc2ccccc21,-3.0
Cc1cc(NC(=O)c2cnn3c2OCCC3)sn1,-23.0
C/C(=N/NC(=O)CCn1nnc2ccccc21)c1ccc2ccccc2c1,-1.0
CN1CCN(c2nc3ccc(NC(=O)Cc4ccc5c(c4)OCO5)cc3s2)CC1,-4.0&13.0
CCC(=O)Nc1ccc(C(=O)NCCNS(=O)(=O)c2ccc(F)cc2)cc1,-11.0
Cc1ccn2cc(CCNS(=O)(=O)c3ccc(Cl)s3)nc2c1,8.0
CC(C(=O)NCc1cccnc1)n1nnc2ccccc2c1=O (stereo not given),-12.0
COC(=O)c1ccc(C(=O)NCC(c2ccsc2)N(C)C)cc1 (stereo not given),0.0
CCN1CCN(CC(=O)N2CCN(c3ccccc3)CC2)C(=O)C1=O,-13.0
Cc1nc(S(=O)(=O)c2ccc(Cl)cc2)c(N2CCOCC2)o1,-5.0
CCc1ccccc1NC(=O)CCCn1nc(-c2ccco2)ccc1=O,-10.0
CCc1cccc(CC)c1NC(=O)c1ccc([N+](=O)[O-])cc1Cl,12.0
COCCn1cc(NC(=O)N2CCc3ccccc3C2)c2ccccc21,-4.0
CC(OC(=O)c1ccc(O)cc1O)C(=O)c1cccc(Cl)c1 (stereo not given),-10.0
Cc1cc(N2CCN(C(c3ccccc3)c3ccccc3)CC2)nc(-n2nc(C)cc2C)n1,-3.0&-1.0
CC(C)Sc1ccc(CC(=O)Nc2cnn([C@H]3CCOC3)c2)cc1,-2.0
O=C(N[C@H]1CCS(=O)(=O)C1)c1cccc(C(F)(F)F)c1,-13.0
CCCOc1nc2c(c(=O)n(C)c(=O)n2C)n1Cc1ccc(F)cc1,-6.0
Clc1ccc(Nc2nc(N3CCCCC3)nc(N3CCCCC3)n2)cc1Cl,13.0
Cc1ccc(NC(=O)C(=O)Nc2ccc3c(c2)OCO3)cc1N1CCCC1=O,8.0
COC(=O)C1Sc2[nH]c(=O)sc2C(c2ccc(OC)cc2)C1C(=O)OC (stereo not given),8.0
CCCCOc1ccc(-c2nc(C=Nc3nccs3)c(O)o2)cc1,-18.2
O=S(=O)(NCc1ccsc1)c1ccc2c(c1)OCCO2,-4.0
O=C(CSc1nc2[nH]ncc2c(=O)n1-c1ccc(Cl)cc1)Nc1ccc(Br)cc1F,-20.0
Cc1nc2ccccn2c(=O)c1NC(=O)Nc1ccccc1Cl,-1.0
O=C1CCc2cc(NC(=O)c3cc(Br)cs3)ccc2N1,13.0
COc1cc(C(=O)Nc2nnc(-c3cc(C)nn3C)o2)cc(OC)c1OC,-2.0

# Additional entries follow:
canonical_smiles,PriA SSB inh
Cc1nn(-c2ccc(F)cc2)c2ncc(C(=O)NCCc3ccccc3)c(Cl)c12,1.0
COc1ccc(C)cc1NC(=O)CSc1ncc(S(=O)(=O)c2ccc(C)cc2C)c(=O)[nH]1,-10.0
COc1ccc(C(C)=NOC/C(O)=C(\C#N)c2nc3ccccc3[nH]2)cc1,3.7
O=C(O)COc1ccc(C(=O)Nc2ccc(F)cc2)cc1,19.0
CCN(CC)c1ccc(/C=C2\CCC(C=NNC(=O)c3ccc(=O)n(C)c3)=C2N2CCOCC2)cc1,-6.5
Cc1cc(C)n(CCNC(=O)C2(c3ccccc3)CCOCC2)n1,-10.0
O=C(C[n+]1ccc(C=NO)cc1)NCc1ccccc1,2.3
CC(=O)c1cccc(NC(=O)CSc2nccn2-c2cccc(C(=O)Nc3ccccc3)c2)c1,20.0

# Not all compounds are listed; rates above refer to the full screens.
